mIAP activ – activators of mouse IAP, primary screen, biochemical, luminescence, uHTS | muIAP, CDP-Star luminescence, 30 min; active compounds read high; 1 = vehicle-only enzyme signal, 0 = enzyme-free wells | AID 2805, 2010 | intestinal alkaline phosphatase [Mus musculus] | 330,000 compounds, 0.24% hits | activation factor at 10 µM;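 active means activation factor of at least 2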; further: the source names both 10 and 20 µM as test concentration; values of inactives mirror those of a sister screen read the other way
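System: Mouse IAP enzyme | Also added: CDP-Star substrate | Dosing: Compounds dispensed in DMSO | Schedule: 30 min enzyme-substrate-compound incubation at room temperature | Technique: Chemiluminescence readout | Control set: DMSO-only wells and no-enzyme negative control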
hIAP inh – human IAP inhibitors, primary screen, biochemical, luminescence, uHTS; Intestinal-type alkaline phosphatase (Homo sapiens), P09923; purified IAP, CDP-Star luminescence, 30 min; inhibition, % at 10 µM; 330,000 compounds, 0.12% hits;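 active means inhibition reaching a set limit with compound at 10 µM in the primary screen, cut at about 35% in these data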;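 further: plate controls were DMSO wells with enzyme for no effect and no-enzyme buffer wells for full effect; values of inactives mirror those of a sister screen read the other way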
ATG4B inhibitor – ATG4B protease inhibitors, primary screen, biochemical, fluorescence, uHTS; ATG4B cleavage of LC3-PLA2, NBD-HPC fluorescence, 1 h; AID 504462, 2011; 340,000 compounds, 0.51% hits; inhibition, % at 8.33 µM; Cysteine protease ATG4B (Homo sapiens), Q9Y4P1; in the data active means inhibition above about 40%
APOBEC3A inh – APOBEC3A ssDNA deaminase inhibitors, primary screen, selectivity assay for APOBEC3G inhibitor project, biochemical, FAM/TAMRA oligo cleavage fluorescence | DNA dC->dU-editing enzyme APOBEC-3A (Homo sapiens), P31941 | recombinant A3A, FAM/TAMRA ssDNA deamination fluorescence | inhibition, % at 20 µM | 330,000 compounds, 0.41% hits | AID 493011, 2011;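 active means at least 40% inhibition at 20 µM here, with at most 30% in a related deaminase screen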;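 further: plate controls were A3A with DMSO for no effect and wells lacking A3A enzyme for full effect; some results filed as inactive read as strong as hits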
Target sequence (P31941 whole entry, looked up): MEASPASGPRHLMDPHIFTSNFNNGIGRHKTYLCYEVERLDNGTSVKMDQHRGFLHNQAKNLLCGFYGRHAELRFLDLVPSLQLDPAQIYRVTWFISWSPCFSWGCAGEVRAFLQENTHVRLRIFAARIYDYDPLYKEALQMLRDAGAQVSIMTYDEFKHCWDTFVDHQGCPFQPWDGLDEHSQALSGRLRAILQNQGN
hIAP act – human IAP activators, primary screen, biochemical, luminescence, uHTS | purified human IAP, CDP-Star luminescence, 30 min; active compounds read high; 1 = vehicle-only enzyme, 0 = enzyme-free background | activation factor at 10 µM | 330,000 compounds, 0.16% hits | AID 2524, 2010;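 active means activation factor of the enzyme at least 2-fold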; further: the source names both 10 and 20 µM as test concentration; values of inactives mirror those of a sister screen read the other way
PfGluPho inh – PfG6PD enzyme inhibitors, primary screen, biochemical, fluorescence intensity, uHTS; glucose-6-phosphate dehydrogenase-6-phosphogluconolactonase (Plasmodium falciparum 3D7); PfGluPho enzyme, NADPH resazurin-diaphorase fluorescence; inhibition, % at 20 µM; 350,000 compounds, 0.78% hits; AID 504690, 2011;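 active means inhibition reaching at least a set limit at 20 µM in the primary screen, cut at about 59% in these data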;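 further: 0% = DMSO wells with substrate and 100% = DMSO wells lacking glucose-6-phosphate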
mIAP block – inhibitors of mouse IAP, primary screen, biochemical, luminescence, uHTS | purified mouse IAP, CDP-Star luminescence, 30 min | 330,000 compounds, 0.2% hits | inhibition, % at 10 µM | intestinal alkaline phosphatase [Mus musculus];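 active means inhibition of at least 40% at 10 µM in the primary screen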;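 further: plate controls were DMSO with enzyme for no effect and no enzyme wells for full effect; values of inactives mirror those of a sister screen read the other way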
HKDC1 inhibitor – HKDC1 hexokinase inhibitors, primary screen, biochemical, fluorescence, uHTS. Q2TB90. recombinant HKDC1, G6PDH/diaphorase resazurin coupled fluorescence. inhibition, % at 20 µM. 340,000 compounds, 0.16% hits;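 active means inhibition above about 35% when tested at 20 µM, limit read from the data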;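 further: plate controls were DMSO wells with enzyme for no effect and DMSO wells lacking enzyme for full effect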
Target sequence (Q2TB90 whole entry, looked up): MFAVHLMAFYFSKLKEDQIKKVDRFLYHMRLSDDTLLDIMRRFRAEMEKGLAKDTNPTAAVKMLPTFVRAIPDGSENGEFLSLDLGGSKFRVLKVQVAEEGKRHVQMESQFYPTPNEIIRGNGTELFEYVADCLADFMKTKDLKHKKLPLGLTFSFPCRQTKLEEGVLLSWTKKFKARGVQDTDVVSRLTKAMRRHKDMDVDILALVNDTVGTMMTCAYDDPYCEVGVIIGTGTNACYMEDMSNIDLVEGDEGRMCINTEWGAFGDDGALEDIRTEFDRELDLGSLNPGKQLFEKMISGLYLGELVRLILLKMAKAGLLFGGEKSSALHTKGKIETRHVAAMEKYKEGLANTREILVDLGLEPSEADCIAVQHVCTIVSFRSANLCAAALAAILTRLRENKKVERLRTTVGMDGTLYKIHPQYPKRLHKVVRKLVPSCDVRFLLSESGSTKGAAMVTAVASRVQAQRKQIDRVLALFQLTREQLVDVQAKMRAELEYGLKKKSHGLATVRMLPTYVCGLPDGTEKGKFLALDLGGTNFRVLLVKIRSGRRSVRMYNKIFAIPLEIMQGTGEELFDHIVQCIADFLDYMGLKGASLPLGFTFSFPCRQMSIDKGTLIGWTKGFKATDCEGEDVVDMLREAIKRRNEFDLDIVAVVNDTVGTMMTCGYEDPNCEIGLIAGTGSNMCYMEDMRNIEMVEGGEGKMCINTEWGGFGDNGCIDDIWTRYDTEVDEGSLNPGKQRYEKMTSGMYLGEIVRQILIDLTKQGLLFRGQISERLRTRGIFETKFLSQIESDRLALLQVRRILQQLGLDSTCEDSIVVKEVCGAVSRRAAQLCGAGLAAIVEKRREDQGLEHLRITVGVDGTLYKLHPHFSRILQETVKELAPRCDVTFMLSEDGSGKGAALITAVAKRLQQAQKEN
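Assay system – recombinant HKDC1 (HK5) hexokinase enzyme, produced in-house · Input – HKDC1 at 5 µg/mL · Reagent – glucose plus 1 mM ATP as hexokinase substrates · Timing – 90 min reaction incubation at room temperature, dark · Measured by – G6PDH/diaphorase-coupled fluorescence, 1 mM NADP, 100 µM resazurin, 525/613 nm · Benchmarks – DMSO-enzyme wells negative, buffer-substituted wells positive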
The depositor's hits bear a star.

Start of the data: the first 5 records, ahead of the listing:
cpd	ATG4B inhibitor	HKDC1 inhibitor	APOBEC3A inh	hIAP inh	mIAP block	hIAP act	mIAP activ	PfGluPho inh	SMILES
1	-2.3	2.6	-1.1	-4.9	8.3	1.05	0.917	16.8	COc1ccc(S(=O)(=O)Nc2c(C(=O)O)[nH]c3ccc(OC)cc23)cc1
2	15.2	7.2	-5.5	-1.0	-4.9	1.01	1.05	37.2	CCCCCCCC#Cc1ccccc1/C=N/S(=O)c1ccc(C)cc1 (configuration not stated)
3	0.3	-1.9	-4.5	-15.2	2.7	1.15	0.973	-13.2	O=S(=O)(NCc1ccccn1)c1ccccc1
4	-2.1	-4.1	8.4	-20.7	12.4	1.21	0.876	0.5	O=C(Cn1nnc(-c2ccccc2)n1)NNC(=O)c1ccco1
5	-6.5	0.7	2.7	-12.2	3.4	1.12	0.966	12.8	COc1ccc(C(=O)CSc2nnc(CNC(=O)c3ccco3)n2C)cc1OC

This part in full, repeating the preview:
cpd	ATG4B inhibitor	HKDC1 inhibitor	APOBEC3A inh	hIAP inh	mIAP block	hIAP act	mIAP activ	PfGluPho inh	SMILES
1	-2.3	2.6	-1.1	-4.9	8.3	1.05	0.917	16.8	COc1ccc(S(=O)(=O)Nc2c(C(=O)O)[nH]c3ccc(OC)cc23)cc1
2	15.2	7.2	-5.5	-1.0	-4.9	1.01	1.05	37.2	CCCCCCCC#Cc1ccccc1/C=N/S(=O)c1ccc(C)cc1 (configuration not stated)
3	0.3	-1.9	-4.5	-15.2	2.7	1.15	0.973	-13.2	O=S(=O)(NCc1ccccn1)c1ccccc1
4	-2.1	-4.1	8.4	-20.7	12.4	1.21	0.876	0.5	O=C(Cn1nnc(-c2ccccc2)n1)NNC(=O)c1ccco1
5	-6.5	0.7	2.7	-12.2	3.4	1.12	0.966	12.8	COc1ccc(C(=O)CSc2nnc(CNC(=O)c3ccco3)n2C)cc1OC
6	0.5	-4.4	1.5	-15.3	-4.5	1.15	1.04	12.1	CCCCCCNC(=O)c1ncn[nH]1
7	-23.6	1.3	-1.2	-2.7	6.1	1.03	0.939	22.5	OCCCNc1cc(-c2ccnc(Nc3cccc(Cl)c3)n2)ccn1
8	-2.7	-2.2	-0.9	-0.4	8.1	1	0.919	0.5	COCc1ccc(CN2CCc3c([nH]c4ccccc34)C2CC(C)C)o1 (configuration not stated)
9	31.7	3.4	-26.9	21.6	10.0	0.784	0.9	13.1	CC1C/C(=C/c2cccn2C)C(=O)/C(=C/c2cccn2C)C1 (configuration not stated)
10	35.5	-1.3	-2.0	-0.1	8.1	1	0.919	4.0	Cc1cccc(C)c1OCc1cc(C(=O)N2CCC(c3ccccc3)CC2)no1
11	-3.2	1.7	-1.7	22.6	-2.6	0.774	1.03	-1.9	COc1ccccc1C(=O)O/N=C(/C)c1ccc(N2C(=O)C3CCCCC3C2=O)cc1 (configuration not stated)
12	2.6	-6.3	0.3	-7.8	5.9	1.08	0.941	-1.1	COc1ccc(CCNC(=O)C2CCN(C(=O)NC3CCCCC3)CC2)cc1
13	-0.7	-1.3	-5.0	10.3	7.9	0.897	0.921	-27.4	CC(C)c1ccc(C2/C(=C(/O)c3ccc(F)cc3)C(=O)C(=O)N2CCCN2CCOCC2)cc1 (configuration not stated)
14	26.4	-1.5	-0.1	9.7	-1.4	0.903	1.01	-15.3	O=C(O)c1cc2c(cc1NC(=O)c1c(F)cccc1F)OCCCO2
15	-9.6	6.0	5.1	7.8	-3.3	0.922	1.03	0.1	COc1ccccc1NS(=O)(=O)c1cccc(NC(=O)C2CC(=O)N(Cc3ccccc3)C2)c1 (configuration not stated)
16	3.2	-2.4	-2.6	4.0	-13.7	0.96	1.14	-9.0	Cc1ccc(N(CC(O)CN2CCCC2)S(=O)(=O)c2ccccc2)cc1 (configuration not stated)
17	-2.0	-1.3	-2.9	13.1	4.5	0.869	0.955	6.7	CC(=O)Nc1ccc(S(=O)(=O)N(Cc2cc3ccc(C)cc3[nH]c2=O)CC2CCCO2)cc1 (configuration not stated)
18	8.2	-5.9	-0.7	7.7	4.7	0.923	0.953	-5.3	CC1(c2ccccc2)NC(=O)N(Cc2ccc([N+](=O)[O-])cc2)C1=O (configuration not stated)
19	-4.7	-1.7	-1.4	1.8	-2.1	0.982	1.02	4.4	CCN(CC)S(=O)(=O)c1ccc2c(c1)nc(SCC(=O)NCC1CCCO1)n2CC (configuration not stated)
20	0.5	0.9	-1.9	7.0	11.6	0.93	0.884	13.8	c1ccc(-c2nn3c(-c4ccco4)nnc3s2)nc1
21	-4.2	-10.4	-1.9	-5.9	3.2	1.06	0.968	7.2	C/C(CCc1ccccc1)=N\NC(=O)c1ccc(CN2CCOCC2)cc1
22	-2.4	-3.6	-0.1	11.4	-3.2	0.886	1.03	14.5	CCC(=O)/C=C1\Sc2ccc(OC)cc2N1CC
23	1.8	-7.1	1.0	-1.5	8.4	1.01	0.916	0.1	O=C1CCc2ccccc2O1
24	-5.5	2.9	38.6	-1.9	5.4	1.02	0.946	16.9	COc1ccc(S(=O)(=O)N2CCCCCC2)cc1NC(=O)CN1C(=O)NC(C)(c2ccccc2)C1=O (configuration not stated)
25	-0.8	-5.0	-5.1	-10.0	5.3	1.1	0.947	5.3	CN1CCN(C(=O)c2cc(COc3ccccc3)on2)[C@@H](c2ccccc2)C1
26	-10.6	-3.8	6.6	-20.6	-6.6	1.21	1.07	-5.2	CC(OC(=O)c1cccc(S(=O)(=O)N2CCOCC2)c1)C(=O)NC1CCCCC1C (configuration not stated)
27	6.0	3.8	0.8	6.0	7.0	0.94	0.93	-17.0	OC[C@@H](O)[C@@H](O[C@@H]1O[C@H](CO)[C@H](O)[C@H](O)[C@H]1O)[C@H](O)[C@@H](O)CO
28	-9.2	1.9	27.6	-30.8	-4.3	1.31	1.04	3.5	Cc1ccc2c(CC(=O)OCC(=O)N(CC(C)C)c3c(N)n(Cc4ccccc4)c(=O)[nH]c3=O)coc2c1
29	6.3	5.7	-1.2	-1.8	-21.6	1.02	1.22	1.0	Cc1cc(S(=O)(=O)N2CCOCC2)ccc1OCC(=O)Nc1ccc(F)c(Cl)c1
30	-16.5	-3.3	-0.9	-52.0	-2.4	1.52	1.02	2.0	COc1ccc(Br)c(C(=O)Nc2nc3ccccc3[nH]2)c1
31	5.5	18.3	0.5	-3.3	5.9	1.03	0.941	45.5	CSc1ccc(-c2sc(Nc3cccc4ccccc34)n[n+]2-c2ccccc2)cc1
32	-12.2	1.1	-1.0	-2.9	-9.0	1.03	1.09	12.4	Cc1cc(C(=O)CN2C(=O)c3ccccc3S2(=O)=O)c(C)n1CC1CCCO1 (configuration not stated)
33	-2.6	0.7	-1.9	-29.2	3.9	1.29	0.961	7.0	Cc1ccc(C)c(C(=O)CSc2nnnn2-c2cccnc2)c1
34	-9.3	4.6	-1.0	-1.5	2.2	1.01	0.978	3.0	COc1ccccc1CN1CCN(S(=O)(=O)c2ccc(C)cc2)CC1
35	-0.7	1.4	-1.9	-2.2	-2.7	1.02	1.03	10.5	COc1ccc(CNc2ccc3c(c2)nc(C)n3C)cc1
36	6.5	-2.5	-0.2	-2.3	-1.0	1.02	1.01	-15.0	COC(=O)c1csc(S(=O)(=O)N2CCCCC2)c1OC
37	-6.3	0.6	2.5	3.0	-5.0	0.97	1.05	-6.1	CCc1nccn1C(=O)c1cnn2c(C(F)F)cc(-c3ccc(C)cc3)nc12
38	-7.8	1.2	-7.7	-9.9	6.1	1.1	0.939	-6.3	CCOc1ccc(/C=N\NC(=O)c2c(C)nc3cc(C)ccn23)cc1
39	-0.1	-1.2	-4.9	12.7	-1.1	0.873	1.01	-14.2	O=C(c1ccc2ccccc2n1)N1CCN(c2ccccc2Cl)CC1
40	-4.0	-0.2	0.3	-5.9	3.1	1.06	0.969	-4.5	COC(=O)c1c(NC(=O)COC(=O)CCS(=O)(=O)c2ccc(C)cc2)sc(C)c1C
41	8.9	-4.8	-3.1	-9.7	-3.8	1.1	1.04	-0.9	COc1ccc(CNC(=O)C(C)NCc2ccccc2Cl)cc1 (configuration not stated)
42	12.7	10.1	-1.5	-9.3	14.6	1.09	0.854	-2.6	O=C1C=C(c2ccc(C(=O)O)c(Cl)c2)C[C@@H](c2ccc3c(c2)OCO3)C1
43	2.4	1.4	1.4	-5.6	-6.7	1.06	1.07	23.1	Cc1ccc(-c2csc3ncnc(N4CCN(Cc5ccccc5)CC4)c23)cc1
44	-3.7	-3.4	-3.5	-10.6	-4.5	1.11	1.04	-5.5	CCOc1ccc(NC(=O)CN(C)C(=O)c2ccc(OCc3ccccc3)c(OC)c2)cc1OCC
45	-5.5	-0.1	-1.5	-14.4	11.2	1.14	0.888	-6.8	O=C(COC(=O)CN1C(=O)NC2(CCCC2)C1=O)Nc1c(Cl)cccc1C(F)(F)F
46	-8.4	-3.9	3.5	-7.1	2.5	1.07	0.975	11.5	CC(C)(C)NC(=O)NC(=O)COC(=O)CNS(=O)(=O)/C=C/c1ccccc1
47	-1.5	-12.0	1.8	-5.2	-3.1	1.05	1.03	4.0	CCOC(=O)c1ccc(OS(=O)(=O)c2ccccc2)c(OC)c1
48	4.3	-8.4	1.2	8.8	-2.5	0.912	1.02	48.4	O=[N+]([O-])c1cccc(/C=N/n2c(-c3cccnc3)n[nH]c2=S)c1
49	-1.3	-8.9	-0.9	5.8	-1.1	0.942	1.01	5.0	CCC1(C)Cc2ccccc2C(=O)N1 (configuration not stated)
50	-1.6	-4.2	2.2	-24.5	7.0	1.25	0.93	-8.7	O=C(CSc1nnc(Cc2ccccc2)n1-c1ccccc1)N1CCOCC1

Continuation:
cpd	ATG4B inhibitor	HKDC1 inhibitor	APOBEC3A inh	hIAP inh	mIAP block	hIAP act	mIAP activ	PfGluPho inh	SMILES
51	31.1	2.9	-4.0	-20.7	-4.9	1.21	1.05	6.5	O=C1c2ccccc2C(=O)N1CCSc1ccccc1
52	-10.7	-4.2	-3.0	14.7	7.6	0.853	0.924	28.7	O=C1COc2ccc(-c3csc(NCC4CCCO4)n3)cc2N1 (configuration not stated)
53	1.4	-14.6	-4.5	-5.0	1.2	1.05	0.988	1.7	O=C(CC1S/C(=N/N=C/c2c[nH]c3ccccc23)NC1=O)Nc1ccccc1 (configuration not stated)
54	1.9	0.5	-1.4	-1.9	0.9	1.02	0.991	9.5	COC(=O)c1ccc(N)nc1
55	0.9	12.5	9.3	15.6	5.6	0.844	0.944	12.1	CCCCn1ccnc1C(=O)c1cccc(S(=O)(=O)N2CC(C)CC(C)C2)c1 (configuration not stated)
56	-3.7	2.3	-3.4	2.7	-4.6	0.973	1.05	19.3	Cc1ccc(CNC(=O)c2ccc(N(C)S(=O)(=O)c3ccccc3)cc2)cc1
57	-4.2	-5.9	-0.1	2.8	-1.4	0.972	1.01	6.7	COc1ccc(CN2C[C@H](C)[C@@H](CC(=O)NCc3ccccc3)C2=O)cc1
58	-12.2	7.9	-0.4	1.1	5.3	0.989	0.947	-3.3	CC(=O)CCSc1ncnc2sc(-c3ccccc3)cc12
59	-2.4	7.7	2.2	-22.8	-6.0	1.23	1.06	-11.9	CC1CCN(CC(O)COc2ccc(F)cc2)CC1 (configuration not stated)

High-throughput results from PubChem.
